Assay outcomes from PubChem BioAssay.
PG9 binder = small molecules binding HIV-1 gp120 antibody PG9 | TR-FRET gp120-PG9 antibody binding | inhibition, % at 6.7 µM | actives 0.43% (n = 360,000) | AID 624416; in the data active = inhibition above about 8.5%
ABHD4 inh = inhibits mouse alpha/beta hydrolase domain 4; actives 0.54% (n = 370,000); inhibition, % at 8.92 µM; purified mABHD4, FP-Rh probe fluorescence polarization; AID 720543;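 active = inhibition exceeding the mean over every tested compound plus 3 SD, cut at about 30% in these data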;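 note: 0% = plate median of compound wells and 100% = S159A mutant with DMSO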
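Test system: mouse ABHD4 enzyme, wild type. Reagent: FP-Rh fluorescent activity-based probe, added after compound pre-incubation. Timing: pre-incubation 45 min, probe exposure 60 min, at 25 °C. Technique: FP readout, ex 525 nm / em 598 nm. Benchmarks: high control S159A mutant with DMSO, low control median of compound wells.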
PRMT1 inh = inhibitors of human PRMT1; AID 652257; recombinant PRMT1, activity-based probe fluorescence polarization; inhibition, % at 2.79 µM; Q99873; actives 1.3% (n = 370,000);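 active = inhibition above about 21% made by adding two undisclosed values, limit read from the data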
LEDGF integ inh = blocks HIV-1 LEDGF/p75-dependent DNA integration; TR-FRET IN-LEDGF/p75 DNA integration, Eu/Cy5; actives 0.64% (n = 370,000); inhibition, % at 3.7 µM;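 active = inhibition above the screen-wide mean plus 3 SD, cut at about 13% in these data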;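 note: signal is the Cy5 over europium emission ratio at 671 and 618 nm; 0% = plate median of compound wells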
rCAG binder = binds r(CAG) RNA repeats; r(CAG) RNA repeat, TO-PRO-1 dye displacement fluorescence; inhibition, % at 3 µM; actives 1.3% (n = 370,000);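 active = inhibition above the plate cutoff, the mean of all test compounds on that plate plus 3 SD, cut at about 35% in these data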;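 note: 0% = DMSO alone and 100% = 100 µM mitoxantrone as full dye displacement; higher means more dye released from RNA so lower well fluorescence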
TDP2 absorb = blocks human TDP2 phosphodiesterase activity; O95551; recombinant TDP2, T5PNP hydrolysis, p-nitrophenol absorbance 415 nm; inhibition, % at 12.8 µM; actives 0.34% (n = 370,000); AID 720702;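 active = inhibition above the mean of all tested compounds plus 3 SD, set per campaign, cut at about 25% in these data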;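 note: 0% = DMSO with enzyme and 100% = buffer with substrate but no TDP2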
Target sequence (O95551 whole entry, looked up): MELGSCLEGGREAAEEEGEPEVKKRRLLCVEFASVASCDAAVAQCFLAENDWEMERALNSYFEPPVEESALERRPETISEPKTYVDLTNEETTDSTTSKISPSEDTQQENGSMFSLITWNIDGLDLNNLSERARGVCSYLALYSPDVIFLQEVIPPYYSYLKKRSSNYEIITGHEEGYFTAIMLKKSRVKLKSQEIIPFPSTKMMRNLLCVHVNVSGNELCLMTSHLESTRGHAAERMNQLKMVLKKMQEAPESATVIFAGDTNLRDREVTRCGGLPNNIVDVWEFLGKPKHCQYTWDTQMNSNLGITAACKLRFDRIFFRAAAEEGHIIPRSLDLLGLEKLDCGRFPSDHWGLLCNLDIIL
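System: recombinant human TDP2 / Amount: 120 nM TDP2 per well / Also added: 5 mM T5PNP chromogenic substrate / Doses: 12.8 µM single point, 1% DMSO / Incubation: 2 h at 37 °C / Detection: p-Nitrophenol epi absorbance / Evaluation: % inhibition relative to enzyme-containing and enzyme-free wells / Repeats: singlicate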
TCR-CD3 inh = blocks the human TCR-CD3 interaction. actives 0.37% (n = 360,000). inhibition, % at 9.4 µM. TAMRA-labeled TCR probe fluorescence, biochemical; in the data active = inhibition above about 19%;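 note: recombinant mutant TCR 2C K166C tagged with TAMRA read by polarization; 0% = receptor in buffer alone and 100% = receptor with positive control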
Rev-erbA mod = modulates human Rev-erb alpha binding to DNA | actives 0.79% (n = 370,000) | Rev-erbα–FITC-DNA binding, fluorescence polarization, 90 min | AID 1259318 | activity, % at 10 µM;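 active = activity above about 14%, limit read from the data; passing the limit was not always enough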;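 note: 0% = DMSO wells with 35 nM protein and 100% = DMSO wells with 750 nM protein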
SIAE primary = human SIAE inhibition, primary screen; Q9HAT2; SIAE FP-Rh probe binding, fluorescence polarization; inhibition, % at 9.66 µM; actives 0.69% (n = 370,000);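 active = inhibition above a cutoff: mean of compounds within the control limits plus 3 SD of those, cut at about 17% in these data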;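 note: 0% = plate median of compound wells and 100% = probe without SIAE protein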
Target sequence (Q9HAT2 whole entry, looked up): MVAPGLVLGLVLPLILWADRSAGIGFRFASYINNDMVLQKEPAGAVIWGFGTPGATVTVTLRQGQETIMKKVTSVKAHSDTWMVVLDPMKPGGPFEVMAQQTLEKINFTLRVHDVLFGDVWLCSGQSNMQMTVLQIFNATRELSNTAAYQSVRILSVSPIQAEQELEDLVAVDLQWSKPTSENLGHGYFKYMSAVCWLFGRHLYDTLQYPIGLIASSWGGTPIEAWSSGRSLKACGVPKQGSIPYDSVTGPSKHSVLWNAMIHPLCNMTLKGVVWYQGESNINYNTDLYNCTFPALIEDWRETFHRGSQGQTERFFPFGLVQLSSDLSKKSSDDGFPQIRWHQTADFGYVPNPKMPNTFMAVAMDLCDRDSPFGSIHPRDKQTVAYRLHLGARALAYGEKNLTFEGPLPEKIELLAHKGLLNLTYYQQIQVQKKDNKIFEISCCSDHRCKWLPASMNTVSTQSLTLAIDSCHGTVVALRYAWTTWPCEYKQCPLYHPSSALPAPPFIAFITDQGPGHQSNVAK
HTRA1 inh = inhibitors of human serine peptidase HTRA1; recombinant HTRA1, FP-rhodamine activity-based probe, fluorescence polarization; inhibition, % at 5.96 µM; actives 0.5% (n = 340,000); AID 504803; in the data active = inhibition above about 36%;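 note: 0% = enzyme with DMSO and 100% = wells lacking enzyme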
Active calls of the source: *; x = not tested or not shown.

SMILES	PG9 binder	ABHD4 inh	PRMT1 inh	LEDGF integ inh	rCAG binder	TDP2 absorb	TCR-CD3 inh	Rev-erbA mod	SIAE primary	HTRA1 inh
O=C(N/N=C/c1ccc(Cl)cc1Cl)c1n[nH]c2c1CCCC2	1.1	-4.2	1.7	3.9	5.0	-3.4	-5.3	3.6	-0.8	-1.1
O=C(O)CNS(=O)(=O)c1cccc2nsnc12	-1.7	5.5	-1.8	1.1	0.8	2.7	10.7	4.4	6.3	-0.1
Cc1ccc(S(=O)(=O)N2C[C@H]3C(=O)C[C@@H](c4ccccc4)N(S(=O)(=O)c4ccccc4C)[C@H]3C[C@H]2c2ccccc2)cc1	0.2	-15.4	-3.8	6.3	11.7	-12.4	-5.3	3.0	-12.4	x
CC1CCCN(S(=O)(=O)c2ccc3c(c2)OCCO3)C1 (stereo unspecified)	1.6	5.5	1.8	-3.6	-0.6	-5.6	5.8	9.2	-1.4	3.3
Nn1c(SCC(=O)Nc2ccc(S(N)(=O)=O)cc2)nnc1C(F)(F)F	-1.0	-0.3	5.0	-1.4	1.8	3.8	-0.1	2.9	-3.3	5.2
Cc1ccc(S(=O)(=O)N2CCN(S(=O)(=O)c3c(C)n[nH]c3C)CC2)cc1C	-0.8	-3.9	-4.0	3.2	1.5	9.8	4.3	3.1	-2.2	-0.2
CC(C)c1ccc(O)c(NC(=S)NC(=O)c2cccnc2)c1	0.2	-5.8	0.4	-1.3	0.5	7.6	2.8	3.0	3.6	1.5
Cc1cc(C)n(C(=O)c2cccc([N+](=O)[O-])c2C)n1	-0.1	-15.8	3.4	4.8	-3.8	-20.0	2.0	-1.7	-3.1	3.3
Cc1csc2ncc(C(=O)N3c4ccccc4CC3C)c(=O)n12 (stereo unspecified)	0.8	-13.6	2.5	1.6	2.3	-0.1	-9.3	0.0	-6.7	-7.4
Cc1ccnc(NC(=O)CCC(=O)N(CC(=O)NC2CCCCC2)c2cccc(C)c2C)c1	-0.7	-2.9	0.9	-0.9	-2.7	8.0	0.2	-5.8	-2.0	2.2
Cc1cccc(OC(C)C(=O)N(Cc2cccs2)C2CCS(=O)(=O)C2)c1C (stereo unspecified)	-2.6	-13.5	-4.4	5.1	-4.4	-11.7	10.5	0.5	-8.0	-1.6
Cc1ccc(C(=O)NCCSc2c(C)[nH]c3ccccc23)cc1[N+](=O)[O-]	-3.1	5.4	-0.9	-2.0	5.7	-13.5	-0.2	-3.2	8.4	-7.2
Cc1ccc(/C=C2\SC(=S)N(CCCC(=O)Nc3cc(C)on3)C2=O)cc1	-3.3	-3.2	-2.4	1.4	1.6	13.8	-2.4	-10.5	1.0	-5.3
CCNc1nc(SCCOc2ccc(C)cc2)nc(N(C)C)n1	1.0	1.1	-1.3	-3.8	-3.0	-11.9	2.4	4.8	-7.2	-5.2
CCc1nnc(NC(=O)[C@@H](NC(=O)c2cccc(C)c2)C(C)C)s1	1.0	-1.8	-2.3	2.1	2.3	1.2	6.5	0.0	-6.5	-4.5
Cc1ccnc2nc(C(=O)OCC(=O)Nc3ccccc3C(C)(C)C)nn12	0.2	1.5	0.6	2.2	-1.5	2.5	9.5	1.7	1.8	-4.5
Cc1nc2ccccn2c1/C(O)=C1\C(=O)C(=O)N(CCN(C)C)C1c1ccco1 (stereo unspecified)	-2.0	-1.4	1.8	0.3	-1.2	5.0	-3.3	-4.4	-1.1	7.3
Cc1cccc(NS(=O)(=O)c2cccc(C(=O)N3CCN(c4ccccn4)CC3)c2)c1	1.2	4.3	-3.2	2.4	-1.6	7.7	-0.9	-2.4	5.7	-10.8
COc1ccccc1-c1nnc(SCC(=O)Nc2ccc(S(N)(=O)=O)cc2)n1C	-3.1	2.0	1.1	1.1	-0.5	3.6	3.9	-1.3	0.9	-2.0
O=C(CC1=NCCNC(c2ccccc2)C1)c1ccccc1O (stereo unspecified)	0.5	-7.1	-1.8	-1.4	-6.9	5.1	1.8	2.0	-1.4	-8.8

Just SIAE primary, TCR-CD3 inh and rCAG binder, for four of the compounds above:
Molecule	SIAE primary	TCR-CD3 inh	rCAG binder
CCNc1nc(SCCOc2ccc(C)cc2)nc(N(C)C)n1	-7.2	2.4	-3.0
COc1ccccc1-c1nnc(SCC(=O)Nc2ccc(S(N)(=O)=O)cc2)n1C	0.9	3.9	-0.5
Cc1ccnc2nc(C(=O)OCC(=O)Nc3ccccc3C(C)(C)C)nn12	1.8	9.5	-1.5
Cc1cccc(NS(=O)(=O)c2cccc(C(=O)N3CCN(c4ccccn4)CC3)c2)c1	5.7	-0.9	-1.6

New compounds follow
SMILES	PG9 binder	ABHD4 inh	PRMT1 inh	LEDGF integ inh	rCAG binder	TDP2 absorb	TCR-CD3 inh	Rev-erbA mod	SIAE primary	HTRA1 inh
Cc1ccc(N(C(=O)C2CCCO2)C2C=CS(=O)(=O)C2)cc1Cl (stereo unspecified)	-1.8	1.3	-1.6	-2.3	-3.3	0.2	3.6	-3.2	4.8	0.5
C=C1C(=O)[C@]23C[C@H]1CCC2[C@@]1(C)C(C[C@@H]3O)[C@](C)(C(=O)OC)CC[C@@H]1OC(C)=O (stereo partly specified)	0.7	4.7	24.2*	-4.5	0.1	-2.1	-2.5	-4.7	-1.7	x
COc1cc(NC(=O)c2ccc(-c3ccc(Br)cc3)o2)ccc1NC(=O)C(C)C	21.8*	10.0	1.1	-0.6	-0.6	4.1	-0.7	36.9*	2.5	-4.1
C=CC[C@H](CC(=O)N(CCO)Cc1ccccc1)C(=O)N[C@@H](COC(=O)[C@H](CC=C)CC(=O)OC(C)(C)C)Cc1c[nH]c2ccccc12	-1.4	-13.0	4.7	-4.6	0.2	-12.1	-2.2	-1.3	0.5	-28.4
COc1ccc(-c2nnc(SCC(=O)NCc3cccs3)n2C(C)C)cc1	-1.9	-2.9	1.4	-1.2	-4.0	1.9	0.5	-0.6	2.9	2.0
CN(Cc1ccccc1)C(=O)COC(=O)c1ccccc1NS(=O)(=O)c1cccc(N)c1	-2.1	-7.9	3.7	0.1	4.7	-5.3	5.2	-7.1	-3.3	1.2
COCCNC(=O)c1ccc(-c2cn[nH]c2)c2ccoc12	-2.0	-5.8	-2.1	1.6	0.0	0.0	4.2	-4.1	1.6	x
S=C(c1ccccc1)N1CCN(C(=S)c2ccccc2)CC1	0.5	8.7	0.8	1.2	0.1	2.9	-5.4	-0.5	2.4	3.0
Cc1ccc(S(=O)(=O)C(CCC(=O)N2CCOCC2)S(=O)(=O)c2ccc(C)cc2)cc1	1.9	0.0	2.9	0.9	-3.1	11.9	3.3	-4.3	-0.7	-5.4
COc1ccccc1OCc1nnc(SCCN2CCOCC2)o1	1.4	12.8	0.9	0.9	-6.1	10.2	-5.8	0.7	11.3	2.3
COc1ccccc1-c1nc(C#N)c(N2CCc3ccccc3C2)o1	1.1	2.5	2.5	-2.8	-2.4	4.5	2.9	0.2	-6.0	-26.6
O=C(COc1ccccc1/C=C\c1[nH]c(=O)[nH]c(=O)c1[N+](=O)[O-])Nc1ccccc1	-0.1	-15.3	-0.8	5.8	68.3*	-49.8	0.4	-0.5	-14.7	-6.0
CCNC(=O)COc1cccc(C(=O)NCc2ccccc2)c1	0.2	-2.1	2.6	-8.4	-4.3	1.9	-0.7	4.5	1.2	1.1
COCC1CCCCN1C(=O)c1ccc(OC2CCN(Cc3ccccn3)CC2)cc1 (stereo unspecified)	-2.5	-5.2	-1.1	1.6	-11.1	15.1	8.3	3.7	5.6	-4.0
Cc1ccc(NC(=O)CCNC(=O)Cn2ccc3ccccc3c2=O)cc1F	1.2	-0.7	-0.2	1.3	0.1	-2.6	1.8	4.0	-11.4	7.3
Cc1nc2scc(-c3ccccc3)c2c(=O)o1	0.3	-0.1	0.6	1.7	3.0	0.3	-4.5	x	5.1	3.0
O=c1[nH]c(SCc2cccc(F)c2)nc2c1CCCC2	2.1	-8.2	-3.8	-0.4	-3.6	8.6	-2.2	-0.9	0.1	-1.4
COC(=O)[C@]12C[C@H](CC(=O)N3CCSCC3)C(=O)N(Cc3ccccc3)C1=C[C@H](COCc1ccccc1)O[C@@H]2C	x	8.2	0.1	-0.6	4.5	11.0	x	-4.5	4.7	x
CCC1Sc2ccc(S(=O)(=O)CCC(=O)Nc3ccc(NC(C)=O)cc3)cc2NC1=O (stereo unspecified)	-2.2	5.7	1.8	-0.8	3.5	-4.6	-1.2	0.1	-3.7	2.9
FC(F)(F)c1ccc(CSc2nccn2-c2ccccc2)cc1	-1.8	-6.6	0.1	-1.2	-6.9	7.6	8.9	6.4	1.5	-2.6
O=C(C[C@H]1C[C@H](C(=O)N2CCOCC2)[C@@]2(CCC3CCCC3)c3[nH]c4ccc(Cl)cc4c3CCN2C1=O)NCC12CC3CC(CC(C3)C1)C2	0.1	5.0	2.6	0.6	-0.1	0.9	-5.1	2.6	0.0	5.0
COc1ccc(C(CC(=O)NCCCN2CCOCC2)NS(=O)(=O)c2ccc(C)cc2)cc1 (stereo unspecified)	-1.2	-1.7	-0.1	2.5	1.6	-4.5	-3.4	-7.8	1.4	10.2
O=C(Oc1ccccc1)c1c(Cl)cccc1P(=O)(O)O	0.7	11.8	-1.3	1.9	-1.3	15.8	0.1	1.5	9.4	-3.4
CN(CCCC(=O)NCCc1ccccc1)S(=O)(=O)c1ccc([N+](=O)[O-])cc1	0.6	-9.3	5.2	-2.6	-5.7	-13.0	-5.7	0.7	-4.0	0.2
COC(=O)c1ccc2c(=O)n(CCCCCC(=O)NCc3ccccn3)c(=O)[nH]c2c1	-0.8	2.5	-1.0	-3.0	-5.7	3.6	1.6	1.2	1.2	-4.2
O=C(NCCCn1ccnc1)C1CCCN(S(=O)(=O)c2cc(Cl)ccc2Cl)C1 (stereo unspecified)	-1.0	2.3	-1.4	-0.5	-2.7	7.7	4.8	-6.3	0.1	2.4
CC(=O)c1c(C)nc(-c2ccc(OCC(=O)Nc3cccc(C)c3C)cc2)n1O	-1.2	4.4	1.5	1.8	-0.2	-4.7	5.2	2.5	4.5	-8.9
COc1cccc(C(=O)NCC(=O)OCC(=O)c2ccccc2)c1	-1.7	2.1	0.6	-0.5	1.1	12.2	1.5	0.1	7.8	-1.5
CC(=O)c1c(N2CCN(C)CC2)nc(=S)n(Cc2ccccc2)c1C	-1.4	7.3	38.5*	-0.3	-2.5	6.6	-0.1	-4.0	0.7	-3.4
Cc1cccc(/C(N)=N/OC(=O)c2ccc(F)cc2)c1	0.6	2.9	2.3	-6.8	-0.5	-7.5	-2.7	0.0	20.5*	2.3
COc1ccc(C(=O)CSc2nc3nc(C)cc(C)n3n2)cc1OC	-1.3	1.1	-1.3	-1.9	-6.2	-3.8	0.1	7.1	-2.5	3.0
Cc1cc(=O)nc2c3ccccc3n(CC(=O)NCCCN3CCCCC3C)n12 (stereo unspecified)	-2.0	4.3	-2.1	3.6	3.3	-6.2	-4.0	6.9	-2.1	3.2
Cc1cccc(NC(=S)NC(=O)c2ccc(Br)o2)c1C	1.6	-1.3	8.9	-4.0	-1.5	4.2	-3.7	-5.9	-2.0	-19.3

These rows are one share of the data, so the mix of outcomes need not match the whole.
